UPR CHOP act: activators of apoptotic arm of unfolded protein response (CHOP); CHO-CHOP luciferase reporter, UPR activation, luminescence; percent of tunicamycin response over DMSO baseline; activation, % at 10 µM; 330,000 compounds, 0.34% hits; AID 449763;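 active = at 10 µM dose, activation of 40% or more, normalized to positive control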;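 also: 100% = tunicamycin at 10 µg/mL and 0% = DMSO alone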
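assay system = CHO CHOP reporter cells | amount = 500 CHO-CHOP cells per well | buffer or medium = F12 with 10% FBS | incubation = 16-18 h cell attachment, then 6 h compound exposure, 37 °C | detection = luminescence read with Steady-Glo | read-out = percent activation relative to tunicamycin control | controls = tunicamycin high control, DMSO low control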
697 NFkB inh: inhibitors of the PMA/ionomycin-induced NF-kB reporter in 697 B cells; 330,000 compounds, 0.33% hits; 697 B-cell NF-kB luciferase reporter, 16 h; inhibition, % at 4 µM; AID 435022; in the data active = inhibition above about 35%
Gli-Sufu block: antagonists of Gli-Sufu signaling | Sufu-KO-LIGHT fibroblasts, Gli luciferase reporter luminescence | AID 588413 | inhibition, % at 5 µM | 340,000 compounds, 0.74% hits;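 active = inhibition above about 55%, limit read from the data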;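 also: 0% = DMSO-treated cells and 100% = wells with medium but no cells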
CXCR6 block: inhibitors of human CXCR6 receptor; inhibition, % at 20 µM; CHO-K1 PathHunter CXCR6 beta-arrestin, luminescence; O00574; 360,000 compounds, 0.36% hits; in the data active = inhibition above about 34%, passing the limit was not always enough;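 also: antagonist mode with CXCL16 agonist at 10 nM final; 0% = 10 nM CXCL16 with DMSO and 100% = unstimulated wells without agonist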
Target sequence (O00574 whole entry, looked up): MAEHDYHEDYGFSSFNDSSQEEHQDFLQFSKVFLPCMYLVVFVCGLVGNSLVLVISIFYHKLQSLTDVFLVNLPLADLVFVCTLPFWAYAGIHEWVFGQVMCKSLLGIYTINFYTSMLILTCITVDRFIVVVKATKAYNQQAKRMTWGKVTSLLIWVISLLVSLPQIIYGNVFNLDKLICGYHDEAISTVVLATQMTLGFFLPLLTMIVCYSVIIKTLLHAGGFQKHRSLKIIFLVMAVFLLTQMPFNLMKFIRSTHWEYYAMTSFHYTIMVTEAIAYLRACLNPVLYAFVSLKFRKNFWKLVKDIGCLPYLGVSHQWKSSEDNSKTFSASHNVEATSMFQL
Jurkat NFkB inh: inhibitors of the PMA/ionomycin-induced NF-kB reporter in Jurkat cells; inhibition, % at 4 µM; 330,000 compounds, 0.53% hits; PMA/ionomycin-induced NF-kB luciferase reporter, luminescence; in the data active = inhibition above about 50%
EBI2 block: blocks human EBI2 receptor beta-arrestin signaling; P32249; EBI2 beta-arrestin recruitment, luminescence, 7a,25-OHC stimulated; inhibition, % at 5 µM; 360,000 compounds, 0.81% hits; in the data active = inhibition above about 38%;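 also: enzyme fragment complementation signal reports receptor beta-arrestin coupling in cells; 0% = agonist plus DMSO wells and 100% = wells without agonist; some results beyond the cut were filed as inactive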
Target sequence (P32249 whole entry, looked up, the tested form may be a part): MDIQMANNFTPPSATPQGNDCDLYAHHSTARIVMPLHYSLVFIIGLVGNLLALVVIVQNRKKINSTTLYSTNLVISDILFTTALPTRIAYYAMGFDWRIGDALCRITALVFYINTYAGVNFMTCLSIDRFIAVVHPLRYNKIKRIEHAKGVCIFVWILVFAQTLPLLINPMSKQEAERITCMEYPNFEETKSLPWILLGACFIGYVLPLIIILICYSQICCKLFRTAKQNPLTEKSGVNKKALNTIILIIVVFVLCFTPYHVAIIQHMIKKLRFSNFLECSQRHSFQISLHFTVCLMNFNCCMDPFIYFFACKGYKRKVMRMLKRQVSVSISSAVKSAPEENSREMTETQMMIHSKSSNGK
CCR6 antag: CCR6 (human) receptor antagonism; AID 493098; 340,000 compounds, 0.49% hits; inhibition, % at 20 µM; CHO-K1 CCR6 PathHunter beta-arrestin, luminescence, CCL20-stimulated;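 active = compounds whose inhibition of the agonist-driven luminescence signal at 20 µM reaches about 50%, limit read from the data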;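 also: cells stimulated with CCL20 at 14 nM final; plate controls were DMSO with CCL20 for no effect and DMSO without agonist for full effect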
Target sequence (P51684 whole entry, looked up): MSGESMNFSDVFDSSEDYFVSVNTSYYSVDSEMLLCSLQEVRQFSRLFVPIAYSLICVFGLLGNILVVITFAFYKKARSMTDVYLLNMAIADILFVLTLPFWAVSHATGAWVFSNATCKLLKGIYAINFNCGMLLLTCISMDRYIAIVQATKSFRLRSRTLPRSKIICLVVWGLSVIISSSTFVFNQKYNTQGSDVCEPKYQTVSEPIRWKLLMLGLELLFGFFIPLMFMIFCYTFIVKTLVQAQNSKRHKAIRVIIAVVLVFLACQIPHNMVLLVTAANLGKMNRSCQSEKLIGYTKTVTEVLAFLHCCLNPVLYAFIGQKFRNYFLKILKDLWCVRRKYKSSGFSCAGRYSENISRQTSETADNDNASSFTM
Mdm2-MdmX inh: inhibitors of human Mdm2/MdmX interaction; inhibition, % at 8 µM; 330,000 compounds, 3% hits; O15151+Q00987; AID 485346; SaOS-2 split-luciferase Mdm2/MdmX complementation, luminescence;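 active = inhibition of at least 50% at 8 µM in the primary screen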
UPR XBP1 act: adaptive UPR (XBP1) activation; CHO-XBP1 luciferase reporter, IRE1-XBP1 UPR activation, luminescence; percent of tunicamycin response, DMSO as zero; activation, % at 20 µM; 330,000 compounds, 0.33% hits;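 active = versus positive control, 20 µM dose yields 30% or more activation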;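 also: 100% = tunicamycin at 10 µg/mL and 0% = DMSO only wells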
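Material: CHO-XBP1 cells stably carrying IRE1-XBP1-driven luciferase reporter / Amount: 1000 cells per well / Compound: 20 µM, 1% DMSO / Times: 6 h treatment, 37 °C / Detection: luciferase luminescence / Measure: % activation of reporter signal versus tunicamycin and DMSO controls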
* marks the source's active call; other numbers are inactive results; / = not tested or not shown.

[1] N#CC1(NC(=O)CN2C(=O)c3ccccc3C2=O)CCCCC1
[2] COc1ccc(NC(=O)COc2ccc(S(=O)(=O)N3CCOCC3)cc2C)cc1OC
[3] Cc1cc2cc(CNS(=O)(=O)c3ccccc3)ccc2n1C
[4] COc1ccc(C(=O)NCC(=O)N/N=C/c2cn[nH]c2-c2ccccc2)cc1
[5] CC(C)CCOCC(=O)Nc1cccc(C(=O)O)c1
[6] Cc1nc(NC(=O)/C=C/c2ccccc2)n[nH]1
[7] O=C(O)c1ccc(NC2=C/C(=N/S(=O)(=O)c3ccccc3)c3ccccc3C2=O)cc1
[8] CCOc1ccc(N2CC(C(=O)NCCc3ccccc3)CC2=O)cc1 (stereo unspecified)

Screen / compound no.	1	2	3	4	5	6	7	8
UPR CHOP act	1.8	-1.7	-2.4	-0.7	-2.2	44*	5.7	1.0
697 NFkB inh	0	5	-27	13	-70	-15	-15	-2
Gli-Sufu block	1	8	2	-9	-109	-1	28	-7
CXCR6 block	4	-5	3	-12	-15	0	11	-6
Jurkat NFkB inh	-9	12	-22	-2	-26	8	4	11
EBI2 block	-8	-15	-3	-2	-5	-6	14	9
CCR6 antag	5	1	-1	3	-2	18	43	13
Mdm2-MdmX inh	-25	-5	10	2	-1	56*	46	13
UPR XBP1 act	2	-6	0	1	-3	-1	-2	-3

Full records, looked up by structure:
O=C(O)c1ccc(NC2=C/C(=N/S(=O)(=O)c3ccccc3)c3ccccc3C2=O)cc1 is listed with UPR CHOP act: 5.7; 697 NFkB inh: -15; Gli-Sufu block: 28; CXCR6 block: 11; Jurkat NFkB inh: 4; EBI2 block: 14; CCR6 antag: 43; Mdm2-MdmX inh: 46; UPR XBP1 act: -2
N#CC1(NC(=O)CN2C(=O)c3ccccc3C2=O)CCCCC1 is listed with UPR CHOP act: 1.8; 697 NFkB inh: 0; Gli-Sufu block: 1; CXCR6 block: 4; Jurkat NFkB inh: -9; EBI2 block: -8; CCR6 antag: 5; Mdm2-MdmX inh: -25; UPR XBP1 act: 2

(next part)
[9] CC(=O)Nc1cccc(NC(=O)CSc2nnc(Cc3cccn3C)n2CCc2ccccc2)c1
[10] COc1ccc2c(c1C)CCC(C)(C#N)C2=O (stereo unspecified)
[11] Cn1cc(C(=O)N2CCc3ccccc3C2)c(=O)c2cc(S(=O)(=O)N3CCOCC3)ccc21
[12] c1ccc(OCCOc2cccc3cccnc23)cc1
[13] O=C(COc1ccc(Cl)cc1)Nc1ccccc1Cl
[14] O=C(/C=C/c1ccc(S(=O)(=O)NCc2ccco2)cc1)NCc1cccc(Cl)c1
[15] O=C(NCc1ccccc1)NCc1cccs1
[16] CCNC(=O)COc1ccc(F)cc1C(=O)c1cnn(-c2ccccc2)c1

Screen / compound no.	9	10	11	12	13	14	15	16
UPR CHOP act	1.4	/	-0.1	2.0	4.1	-0.1	2.8	2.1
697 NFkB inh	-5	/	12	-49	-21	-8	-1	-3
Gli-Sufu block	-1	-1	-2	-43	23	4	-17	-37
CXCR6 block	-1	-4	6	-6	-2	9	-1	-8
Jurkat NFkB inh	-2	/	-8	-24	-60	18	-39	-14
EBI2 block	1	9	0	-7	-6	7	2	-2
CCR6 antag	-6	3	-22	8	-2	16	6	9
Mdm2-MdmX inh	-5	/	6	-9	1	11	-9	22
UPR XBP1 act	0	/	3	1	2	-2	-3	2

Rewritten with tabs: three of the compounds above
nr	mol	UPR CHOP act	697 NFkB inh	Gli-Sufu block	CXCR6 block	Jurkat NFkB inh	EBI2 block	CCR6 antag	Mdm2-MdmX inh	UPR XBP1 act
16	CCNC(=O)COc1ccc(F)cc1C(=O)c1cnn(-c2ccccc2)c1	2.1	-3	-37	-8	-14	-2	9	22	2
10	COc1ccc2c(c1C)CCC(C)(C#N)C2=O (stereo unspecified)	/	/	-1	-4	/	9	3	/	/
11	Cn1cc(C(=O)N2CCc3ccccc3C2)c(=O)c2cc(S(=O)(=O)N3CCOCC3)ccc21	-0.1	12	-2	6	-8	0	-22	6	3

(listing goes on)
[17] COc1cc(OC)c2ccc(=O)oc2c1C(CC(=O)N1CCCC(C)C1)c1ccc2c(c1)OCO2 (stereo unspecified)
[18] C=CCn1c(-c2ccccc2)ccc(C#N)c1=O
[19] CN(Cc1ccccc1)S(=O)(=O)c1ccc(NC(=O)C2CCCO2)cc1 (stereo unspecified)
[20] COc1cc(CN2CCC(n3nccc3NC(=O)C3CC3)CC2)cc(OC)c1
[21] O=C(O)c1cc(C(F)(F)F)nc2ccccc12
[22] O=C(OCC#CCSc1nnc(-c2cccc3ccccc23)o1)c1ccc(Br)cc1
[23] O=S(=O)(c1cccc(F)c1)N1CCCN(c2ccc(C(F)(F)F)cn2)CC1
[24] CCC(=O)N1CCc2cc(S(=O)(=O)NC(C(=O)NCc3ccc(F)cc3)C(C)C)ccc21 (stereo unspecified)

Screen / compound no.	17	18	19	20	21	22	23	24
UPR CHOP act	-2.1	-0.2	-2.0	0.7	-0.7	0.2	0.6	-0.1
697 NFkB inh	14	-21	14	1	22	4	-51	-12
Gli-Sufu block	18	-2	-35	10	-4	-8	5	2
CXCR6 block	0	0	-1	-1	-6	0	-4	-3
Jurkat NFkB inh	13	-9	-9	11	7	14	-13	2
EBI2 block	1	14	-4	4	5	-3	23	2
CCR6 antag	3	-3	3	-3	5	7	7	9
Mdm2-MdmX inh	15	13	12	1	-19	20	-9	1
UPR XBP1 act	0	-4	-2	-3	-1	0	-1	2

[25] Cc1ccccc1C(=O)Oc1ccccc1C(=O)N1CCOCC1
[26] COc1ccc(CC(=O)NC(C)c2ccc(S(N)(=O)=O)cc2)cc1S(=O)(=O)N1CCOCC1 (stereo unspecified)
[27] COc1ccc(-c2noc(CCC(=O)N3CCC(c4cc(C)ccc4C)CC3)n2)cc1
[28] Cc1noc(C)c1-c1nc(CS(=O)(=O)c2ccccc2)no1
[29] CCOC(=O)c1c(C)[nH]c(C(=O)NCC(c2ccco2)N2CCCCC2)c1C (stereo unspecified)
[30] CCNC(=S)N/N=C/c1cn(Cc2ccc(F)cc2)c2ccccc12
[31] CCCCOCCCNC(=S)Nc1ccc(S(=O)(=O)N2CCOCC2)cc1
[32] CCCc1[nH][nH]c(=O)c1C(c1cccc(Cl)c1)C(C#N)C#N (stereo unspecified)

Screen / compound no.	25	26	27	28	29	30	31	32
UPR CHOP act	-0.4	2.2	3.5	1.9	-0.2	1.7	-0.4	-2.7
697 NFkB inh	17	18	1	21	12	30	-51	-14
Gli-Sufu block	-2	-2	3	-3	8	9	-1	12
CXCR6 block	4	4	-14	14	-8	-1	1	4
Jurkat NFkB inh	6	10	/	3	-4	-1	-2	12
EBI2 block	6	1	-4	7	3	16	3	13
CCR6 antag	10	1	33	13	6	-5	17	5
Mdm2-MdmX inh	3	0	33	-9	38	29	-27	19
UPR XBP1 act	1	-2	5	-1	-4	-3	0	-1

[33] COc1ccc2cc(CO)c(Cl)nc2c1
[34] CCc1nn(CC(=O)NCCc2ccc(Cl)cc2)c(=O)c2cccn12
[35] CCN1C(=O)C(CC(=O)Nc2c(C)cccc2C)Nc2cc(S(=O)(=O)N(C)C)ccc21 (stereo unspecified)
[36] CCOc1ccc(S(=O)(=O)N(C)c2ccc(OCC(=O)NCC3CCCCC3)cc2)cc1
[37] O=C(CCN1C(=O)C2CCCCC2C1=O)N1CCN(S(=O)(=O)c2ccccc2)CC1 (stereo unspecified)
[38] Cn1c(-c2ccc(C(=O)c3ccccc3)s2)nc2ccccc21
[39] Cc1cc(Oc2ccc(Cl)cc2)nc(-c2ccccc2O)n1
[40] O=C(O)CCc1nc(-c2ccccc2)no1

Screen / compound no.	33	34	35	36	37	38	39	40
UPR CHOP act	1.7	-1.7	-1.9	0.9	-0.1	-0.2	1.5	-0.6
697 NFkB inh	-8	-1	15	-6	20	-324	-22	-8
Gli-Sufu block	-8	1	-17	13	-6	-86	-19	7
CXCR6 block	3	1	-6	4	2	4	9	-6
Jurkat NFkB inh	6	-11	3	-22	8	-158	-8	-4
EBI2 block	5	-10	-1	36	-5	1	20	3
CCR6 antag	14	16	-6	15	-4	7	26	-5
Mdm2-MdmX inh	1	9	6	31	-4	-235	2	3
UPR XBP1 act	2	-4	-1	-1	-2	1	4	2

Individual results from the list:
Result for #17 under CCR6 antag: 3
Result for #15 under EBI2 block: 2
Result for #10 under CCR6 antag: 3

Additional structures:
[41] CC1Cc2ccccc2N1C(=O)c1cc2c(=O)n3ccccc3nc2n1C (stereo unspecified)
[42] COc1ccc(CNC(=O)Cn2cnc3c(SC)nc(N)nc32)cc1
[43] CCCCCCNC1=NCCS1
[44] CCOc1ccc(NC(=O)CCSc2nnc(C)s2)cc1
[45] O=C(NCc1ccccc1)NC1(C(=O)N2CCN(c3ncccn3)CC2)CCCCC1
[46] COc1ccc(NC(=O)C2C(c3ccccc3)C2(Cl)Cl)c(OC)c1 (stereo unspecified)
[47] CC(=O)N/C(=N\c1nc(C)cc(C)n1)Nc1ccc2ccccc2c1
[48] CC(=O)c1ccc(NC(=O)c2ccc3c(Cl)c4c(nc3c2)CCCC4)cc1

Screen / compound no.	41	42	43	44	45	46	47	48
UPR CHOP act	2.8	-0.6	0.6	0.5	-2.2	0.1	1.4	4.7
697 NFkB inh	18	-5	-4	8	-16	-16	-62	-44
Gli-Sufu block	7	22	3	53	-18	10	17	7
CXCR6 block	-6	-5	16	1	-1	-18	-2	-5
Jurkat NFkB inh	21	10	-11	3	0	-5	22	-19
EBI2 block	-11	1	-9	-5	-12	4	-14	-6
CCR6 antag	-13	8	7	9	3	19	12	3
Mdm2-MdmX inh	53*	7	21	-17	-15	14	74*	-15
UPR XBP1 act	5	-3	-2	1	-1	-3	-4	2

[49] CC(C)CCN(C(=O)CNC(=O)c1cccs1)C(C(=O)NC1CCCCC1)c1cccnc1 (stereo unspecified)
[50] Cc1c(Br)c([N+](=O)[O-])nn1C(C)C(=O)NCc1ccco1 (stereo unspecified)
[51] CC(=O)N1N=C(c2ccc(C)cc2)OC1c1ccc(C)cc1 (stereo unspecified)
[52] O=C(COc1ccc2ccccc2c1)NN1C(=O)c2ccccc2C1=O
[53] CCOC(=O)c1ccc(NC(=O)c2sc3nc(N4CCOCC4)c4c(c3c2N)CCCC4)cc1
[54] Cc1nc(N2CCN(c3ccccc3)CC2)nc2c1C(=O)CCC2
[55] Cc1cc[n+](C(C)C(=O)c2ccc(-c3ccccc3)cc2)cc1 (stereo unspecified)
[56] N#C/C(=C/c1ccc(-c2ccc([N+](=O)[O-])cc2)o1)C(=O)Nc1nc(-c2cccs2)cs1
[57] O=[N+]([O-])c1ccc2c(c1)Cc1cc(F)ccc1-2
[58] COc1cccc2sc(N3CCN(C(=O)c4cccs4)CC3)nc12
[59] Cc1ccc2nc(-c3cccnc3)oc2c1

Screen / compound no.	49	50	51	52	53	54	55	56	57	58	59
UPR CHOP act	-0.1	-0.3	8.1	-1.0	2.2	-0.8	1.4	/	/	0.8	2.3
697 NFkB inh	-20	-3	-9	9	1	27	15	/	/	-40	-98
Gli-Sufu block	1	-4	-19	3	33	10	82*	72*	-14	-2	-51
CXCR6 block	1	-5	7	4	-1	-6	-6	48*	-7	6	-10
Jurkat NFkB inh	-4	-11	-23	12	7	-11	45	/	/	7	-81
EBI2 block	-18	-9	5	6	11	7	-8	9	-6	-4	-6
CCR6 antag	10	3	-6	-10	3	-15	8	68*	-14	4	-8
Mdm2-MdmX inh	-5	-7	-19	13	16	12	32	/	/	-13	-76
UPR XBP1 act	-3	-1	-1	-2	0	3	2	/	/	-1	2

Screening data deposited in PubChem BioAssay by Sanford-Burnham Center for Chemical Genomics.
